OX1R antag = blocks the human orexin 1 receptor; inhibition, % at 5 µM; O43613; CHO/OX1R cells, Fluo-8 calcium fluorescence, orexin A; 330,000 tested, 0.43% active;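 active = inhibition above its plate's threshold, mean inhibition of all tested compounds on the plate plus 3 SD, cut at about 37% in these data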;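 also: 0% = orexin A challenge wells and 100% = SB-334867-A antagonist wells; not every result past the cut was called active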
Target sequence (O43613 whole entry, looked up): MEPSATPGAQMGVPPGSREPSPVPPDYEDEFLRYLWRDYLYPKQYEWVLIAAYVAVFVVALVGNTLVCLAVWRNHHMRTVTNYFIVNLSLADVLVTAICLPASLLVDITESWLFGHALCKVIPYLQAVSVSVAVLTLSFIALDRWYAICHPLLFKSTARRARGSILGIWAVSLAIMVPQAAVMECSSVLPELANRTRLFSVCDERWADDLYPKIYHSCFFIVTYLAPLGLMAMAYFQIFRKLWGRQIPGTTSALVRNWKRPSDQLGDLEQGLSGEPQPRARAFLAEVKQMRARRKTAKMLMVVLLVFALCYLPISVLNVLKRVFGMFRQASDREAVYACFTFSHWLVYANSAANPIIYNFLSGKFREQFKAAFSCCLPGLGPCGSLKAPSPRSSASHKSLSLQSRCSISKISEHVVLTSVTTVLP
CHT allo act = allosteric activators of human choline transporter CHT; AID 488977; CHT-expressing cells, membrane potential dye, choline EC20; stronger effect = higher value; LV-AA mutant CHT in HEK293 cells; B-score at 10 µM; 310,000 tested, 0.49% active;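 active = initial fluorescence not abnormally high and integrated response B-score, plate-corrected, over 3 SD above library mean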
Target sequence (Q9GZV3 whole entry, looked up): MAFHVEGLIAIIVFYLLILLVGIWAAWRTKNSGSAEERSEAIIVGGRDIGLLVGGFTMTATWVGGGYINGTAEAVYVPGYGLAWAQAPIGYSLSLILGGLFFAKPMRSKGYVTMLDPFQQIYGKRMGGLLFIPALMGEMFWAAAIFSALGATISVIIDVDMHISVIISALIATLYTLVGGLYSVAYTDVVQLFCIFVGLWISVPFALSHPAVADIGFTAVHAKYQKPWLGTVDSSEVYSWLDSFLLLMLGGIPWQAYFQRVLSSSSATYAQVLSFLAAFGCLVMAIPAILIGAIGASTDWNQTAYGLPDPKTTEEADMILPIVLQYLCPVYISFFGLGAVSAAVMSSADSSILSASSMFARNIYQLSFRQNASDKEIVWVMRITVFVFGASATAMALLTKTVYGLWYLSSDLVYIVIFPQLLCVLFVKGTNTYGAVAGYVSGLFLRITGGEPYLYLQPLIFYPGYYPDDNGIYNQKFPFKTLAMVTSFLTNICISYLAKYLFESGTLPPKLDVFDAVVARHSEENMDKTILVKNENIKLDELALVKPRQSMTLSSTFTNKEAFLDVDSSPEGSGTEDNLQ
* marks the source's active call; other numbers are inactive results; i = inactive; · = not tested or not shown.

SMILES	OX1R antag	CHT allo act
CC(=O)c1c(C)oc2ccc(NS(=O)(=O)c3ccc(F)cc3C)cc12	-7	i
COc1ccc(Br)cc1/C=C/C(=O)NCC(=O)O	-20	i
Cc1nc(C)c(C(=O)C2=C(O)C(=O)N(CCN(C)C)C2c2cccs2)s1 (stereo unspecified)	-14	i
S=C(NCc1cccnc1)Nc1ccc(Cl)cc1	-10	i
CC(C)(C)c1cc(C(=O)NNc2ccc(OC(F)(F)F)cc2)n(Cc2ccccc2)n1	-16	i
O=C(Cc1ccc(S(=O)(=O)N2CCOCC2)s1)Nc1ccc(N2CCOCC2)cc1	7	i
O=C(C[n+]1ccc(C(=O)N/N=C/c2ccc(Br)cc2)cc1)c1ccccc1	-11	i
C#CCOCCOCCOCCNc1nc(N2CCN(C(=O)CCCCCCCCCCNC(=O)[C@H](CO)n3cc(CCCSC)nn3)CC2)nc(N2CCN(C(=O)CCCCCCCCCCNC(=O)[C@H](CCCCN)n3cc(C[C@@H](C)CC)nn3)CC2)n1	-2	i
O=C1c2ccccc2C(=O)N1CCCc1nc(-c2ccncc2)no1	-21	i
Cc1sc2c3ccsc3ccc2[n+]1C	-3	10*
COc1ccc(-c2cc(COc3ccccc3)on2)cc1	-9	i
CSc1ccccc1C(=O)Nc1cccc(C(C)O)c1 (stereo unspecified)	-12	i
CC(C)(C)n1nnnc1C(c1ccccc1F)N1CCN(C(=O)c2ccco2)CC1 (stereo unspecified)	-15	i
CCOC(=O)[C@@H]1[C@H]2COc3ccccc3[C@@H]2N2C(=O)N(c3ccc(OC)cc3)C(=O)[C@@]12C	-15	i
CCOC(=O)C1CCN(C(=O)COc2ccc(N(C)S(=O)(=O)c3ccc(C)cc3)cc2)CC1	-30	i
Oc1cccc(/C=N/N(Cc2ccccc2)c2ccccc2)c1	-30	i
Cc1ccc(N=CC2=C(O)CC(c3cccc(Cl)c3)CC2=O)cc1 (stereo unspecified)	-19	i
CC(C)(C)c1cc[n+](-c2[nH]c(=O)sc2/C=N/N=C(\[O-])c2ccccc2)cc1	-4	i
Cc1ccc(C2/C(=C(/O)c3ccc4c(c3)CC(C)O4)C(=O)C(=O)N2CCCn2ccnc2)cc1 (stereo unspecified)	-12	i
COc1cc(/C=C2\SC(=S)N(CCC(=O)Nc3ccccn3)C2=O)cc(OC)c1OC	-37	i

Shown bar-delimited: part of the list above.
smiles | OX1R antag | CHT allo act
CC(=O)c1c(C)oc2ccc(NS(=O)(=O)c3ccc(F)cc3C)cc12 | -7 | i
COc1ccc(Br)cc1/C=C/C(=O)NCC(=O)O | -20 | i
Cc1nc(C)c(C(=O)C2=C(O)C(=O)N(CCN(C)C)C2c2cccs2)s1 (stereo unspecified) | -14 | i

The listing continues:
SMILES	OX1R antag	CHT allo act
CCN(CC)C(CNC(=O)CSc1nnnn1-c1ccc(C)c(C)c1)c1ccco1 (stereo unspecified)	-23	·
COCC(C)n1c(C)cc(C(=O)CSc2ncccn2)c1C (stereo unspecified)	-15	i
CCC(=O)c1ccc(OCC(=O)N2CCN(c3ncccn3)CC2)cc1	-24	i
CCOC(=O)c1nnc(-c2ccccc2)nc1Sc1ccccc1Cl	-11	i
CCCN(C(=O)CSc1nnnn1C)C1CCS(=O)(=O)C1 (stereo unspecified)	18	i
Cc1ccc(N2CCN(C(=S)Nc3ccccc3C)CC2)cc1	-6	i
CCCCNC(=S)NNC(=O)c1cc(-c2cccnc2)nc2ccccc12	-21	i
CN1CCc2c(sc3c2C(=O)NC(c2cn(Cc4ccccc4)c4ccccc24)N3)C1 (stereo unspecified)	-10	i
CCN(CC)c1ccc(C=Nc2ccc(C#N)cc2)c(O)c1	-19	i
CCN(CC)C(=O)[C@]1(c2ccccc2)C[C@@H]1CN	-4	i
COc1ccc(-c2csc(NC(=O)CSc3nnnn3C)n2)cc1OC	-22	i
O=C1CCCc2nc(N3CCN(Cc4ccccc4)CC3)ncc21	-15	i
O=C(O)CCC(=O)N1CCc2cc(S(=O)(=O)NCc3ccc(Cl)cc3)ccc21	-3	i
O=c1ncc(F)c[nH]1	-11	i
COc1ccc2c(C)cc(N3CCN(Cc4ccccc4)CC3)nc2c1	-28	i
CCCc1cc(-c2n[nH]c(=S)n2CC)cs1	-18	i
CN(C)S(=O)(=O)c1ccc(Cl)c(NC(=O)COC(=O)c2cc(-c3ccccc3)nc3ccccc23)c1	-3	i
Cc1ccc(S(=O)(=O)N2CCN(CC(=O)N/N=C/c3ccco3)CC2)cc1	-20	i
COc1cccc(OCCn2ccnc2)c1	-10	i
COc1ccccc1NC(=O)CSc1nnc(NC(=O)C2CCC2)s1	-18	i
CCOc1ccc(CCNC(=O)c2sc3nc4n(c(=O)c3c2C)CCC4)cc1	-27	i
O=C(NCc1ccccn1)c1ccc(OC2CCN(Cc3ccccc3)CC2)cc1	-5	i
COC(=O)c1cc(S(=O)(=O)N2CCN(c3ccccc3F)CC2)c[nH]1	-2	i
O=C(O)CC1(CC(=O)Nc2ccc(Cl)cc2C(=O)c2ccccc2)CCCC1	-15	i
CN1c2ccsc2/C(=N/NC(=O)c2c(F)cccc2F)CS1(=O)=O	-14	i
COc1cc(/C=C/C(=O)O)cc(S(=O)(=O)NCCCO)c1OC	-11	i
Cc1ccc(C2(c3ccccc3)NC(=O)N(CC(=O)N3CC(=O)Nc4ccccc43)C2=O)cc1C (stereo unspecified)	-28	·
O=C(O)CNC(=O)/C=C/c1c(Cl)cccc1Cl	-11	i
CSc1ccccc1OCc1cc(C(=O)N2CCN(C3CCCC3)C(=O)C2)no1	-32	i
Cc1noc(C)c1COc1ccc(C(=O)OCC(=O)Nc2ccc(S(N)(=O)=O)cc2)cc1	-7	·
COc1ccccc1N1C(=O)C=C(Sc2nc(C)cc(C)n2)C1=O	-17	i
CC(C)CC[n+]1ccn(-c2nc3ccccc3nc2[N-]S(=O)(=O)c2ccc(Cl)cc2)c1	-47	i
Cc1ccccc1-c1coc2cc(O)ccc2c1=O	-3	i
COc1ccc(N2CC(C(=O)NCCCN3CCOCC3)CC2=O)cc1 (stereo unspecified)	-29	i
O=C(Cc1c[nH]c2ccccc12)N1CCN(c2ccccc2)CC1	-16	i
CCN(CC)CCn1c(SCC(=O)NCc2ccco2)nc2c(sc3ccccc32)c1=O	-18	i
O=c1[nH]c(=O)n(Cc2ccco2)c2c1C(C(F)(F)F)(C(F)(F)F)N=C(CCc1ccccc1)N2	0	i
Cc1csc2ncc(C(=O)NCCc3ccccc3)c(=O)n12	-28	i
COC(=O)CCC(=O)c1oc2ccc(Cl)cc2c1NC(=O)CCCN1C(=O)c2ccccc2C1=O	-27	i
O=C(COC(=O)CNS(=O)(=O)c1ccc(F)c(F)c1F)NCCc1ccccc1	6	i
Cc1ccc(-n2nc3c(c2NC(=O)C2CCCC2)CS(=O)(=O)C3)cc1	-19	i
CN(C)CCCNc1nc(N)c([N+](=O)[O-])c(NCc2ccccc2)n1	·	i
COC(=O)c1cc2ccccc2c(-c2c(OC)c(C(=O)OC)cc3ccccc23)c1OC	-34	i
COc1cc(Br)cc(/C=C/c2ccc3cccc(O)c3n2)c1OC	-43	i
Nc1ccc(Sc2ccccc2)nc1	-8	i
O=[N+]([O-])c1cccc(Cl)c1N1CCOCC1	-14	i
Cc1cc(C)c2cc(CN(Cc3ccco3)C(=S)NCC3CCCO3)c(=O)[nH]c2c1 (stereo unspecified)	-16	i
COc1cc(/C=C2\CCCc3c2nc2ccccc2c3C(=O)O)cc(Cl)c1O	-13	i
Cc1ccc(CN(Cc2cccnc2)C(=S)Nc2cc(Cl)ccc2C)cc1	-27	i
CC(C)(C)c1ccc(/C=N/NC(=S)NCc2ccccc2)cc1	-20	i
(cont.)
SMILES	OX1R antag	CHT allo act
CCc1nc(SCc2nnc(-c3ccc(C)cc3)o2)c2c(C)c(C)sc2n1	2	i
O=C(c1cccc(S(=O)(=O)Nc2ccc(F)cc2)c1)N1CCC1	-12	·
COCCn1c(=S)[nH]c2cc(C(=O)NCCc3ccc(OC)c(OC)c3)ccc2c1=O	-19	i
COc1ccccc1NC(=O)COC(=O)CCn1c(C)csc1=O	-18	i
COc1ccc(C2CC(c3cccs3)=NN2S(C)(=O)=O)cc1OC (stereo unspecified)	-18	i
CC(=O)NC(NC(=S)Nc1ccc(S(N)(=O)=O)cc1)C(Cl)(Cl)Cl (stereo unspecified)	-16	i
COc1ccc(NS(=O)(=O)c2c(C(=O)N3CCCCCC3)c(C)n(C)c2C)cc1OC	-31	i
CN(C(=O)c1ccc(NC(=O)Cc2cccc([N+](=O)[O-])c2)cc1)C1CCCC1	10	·
CCc1ccc(/C=C2/C(=O)N(CC)C(=S)N2C)s1	-24	i
O=C1CC(c2ccccc2)Sc2nc3ccccc3n21 (stereo unspecified)	-16	i
CCCn1nc(C(=O)Nc2ccc3c(c2)OCO3)c2ccccc2c1=O	-28	·
CCCNC(=O)NC(=O)COc1ccc(-c2ccc(C#N)cc2)cc1	-2	i
CC1CCC(NC(=O)C2CCN(c3cnccn3)CC2)CC1 (stereo unspecified)	-5	i
CC(=O)c1cccc(NC(=O)COc2ccc(S(=O)(=O)N3CCCCC3)cc2)c1	-12	i
C/C=C\C=C\C(=O)N1CC2(CC(c3cccc(NC(=O)COc4ccc(Cl)cc4)c3)=NO2)C[C@H]1C(N)=O (stereo partly specified)	-12	i
O=C(O)CN1C(=O)/C(=C\c2ccccc2OCc2ccc(Cl)cc2Cl)SC1=S	1	i
CCCc1cc(Nc2c(C)n(C)n(-c3ccccc3)c2=O)n2c(nc3ccccc32)c1C#N	-29	i
Cc1cc(C)cc(OCC(=O)Nc2cnn(CCCC(=O)O)c2)c1	-9	i
CC1CCN(S(=O)(=O)c2ccc(Cl)s2)CC1	-11	·
COC(=O)COc1ccc(-c2ccc(F)cc2)cc1C=O	-7	i
COc1ccc(C(=O)NC2CCCc3c2cnn3-c2ccccc2F)cc1OC (stereo unspecified)	-15	i
COc1ccc(NC(=O)c2ccc(F)c(F)c2)c2ccccc12	-27	i
CN1C(C(=O)NCc2cccc(Br)c2)CC2Cn3c(nc4ccccc43)C21 (stereo unspecified)	-13	i
CCOC(=O)c1c(/N=C/N(C)C)sc(/C=N/Nc2ccccc2)c1-c1ccc(Cl)cc1	-19	i
CS(=O)(=O)N(CC(=O)NCCSc1ccc(Cl)cc1)c1ccc2c(c1)OCO2	0	i
Cn1c(=O)c2sccc2n(Cc2cccc(Br)c2)c1=O	-7	i
Cc1ccc(C(=O)COC(=O)c2ccc3c(c2)C(=O)N(c2cccc4ncccc24)C3=O)cc1C	-7	i
CC(=O)Nc1ccc(NC(=O)C(C)OC(=O)CCSc2ccccc2Cl)cc1 (stereo unspecified)	-17	·
O=C(CCc1c[nH]c2ccccc12)N1CCCCCCC1	-11	i
Cc1ccc(NC(=O)COc2ccc(/C=N\NC(=O)c3cccnc3)cc2)cc1C	·	i
O=C(NCc1ccc2c(c1)OCO2)c1cc2n(n1)C(C(F)(F)F)CC(c1ccc3c(c1)OCO3)N2 (stereo unspecified)	-14	i
CC(NC(=O)C1(S(=O)(=O)c2ccc(Cl)cc2)CC1)c1ccccc1 (stereo unspecified)	-23	i
COC(=O)CSc1nnc2n(-c3ccc(OC)cc3)c(=O)c3c4c(sc3n12)CCCCC4	-32	i
COc1ccc2oc(C(=O)Nc3ccc(S(=O)(=O)N(C)C4CCN(C)CC4)cc3)c(C)c2c1	-1	i
Oc1cccc(NC(=S)Nc2ccccc2)c1	0	i
CCN(C[C@H]1N[C@@](C)(C(=O)OC)[C@H]2C(=O)N(C)C(=O)[C@@H]12)C(=O)COc1ccccc1	20	·
CN(C)CCN(C(=O)c1ccc2c(c1)OCCO2)c1nc2c(Cl)cccc2s1	-5	i
CC1(C)CCC(=O)N2CC[C@H]3C[C@H](OC(=O)Nc4ccc(Br)cc4)C[C@@H]1[C@H]32	-11	i
Cc1ccc2[nH]c(=O)c(CN(Cc3cccs3)Cc3nnnn3CC3CCCO3)cc2c1 (stereo unspecified)	-13	i
CCc1nc(SCC(=O)Nc2ccc(OC)cc2[N+](=O)[O-])n[nH]1	-20	i
O=C(O)CCCNS(=O)(=O)c1ccc(F)cc1	-3	i
O=c1c2oc3ccccc3c2ncn1Cc1ccccc1F	-28	i
COc1cc(NC(=S)N2CCN(CCO)CC2)cc(OC)c1	-21	i
Cc1ccccc1NC(=O)c1oc(=O)c2ccccc2c1-c1ccccc1	-36	i
COc1cc(Cl)c(C)cc1NC(=O)COC(=O)CCc1nc2ccccc2c(=O)[nH]1	-17	i

Structural class: the entries above with a thiophene ring, fused or not (16)
SMILES	OX1R antag	CHT allo act
Cc1nc(C)c(C(=O)C2=C(O)C(=O)N(CCN(C)C)C2c2cccs2)s1 (stereo unspecified)	-14	i
O=C(Cc1ccc(S(=O)(=O)N2CCOCC2)s1)Nc1ccc(N2CCOCC2)cc1	7	i
Cc1sc2c3ccsc3ccc2[n+]1C	-3	10*
CN1CCc2c(sc3c2C(=O)NC(c2cn(Cc4ccccc4)c4ccccc24)N3)C1 (stereo unspecified)	-10	i
CCCc1cc(-c2n[nH]c(=S)n2CC)cs1	-18	i
CCOc1ccc(CCNC(=O)c2sc3nc4n(c(=O)c3c2C)CCC4)cc1	-27	i
CN1c2ccsc2/C(=N/NC(=O)c2c(F)cccc2F)CS1(=O)=O	-14	i
CCN(CC)CCn1c(SCC(=O)NCc2ccco2)nc2c(sc3ccccc32)c1=O	-18	i
CCc1nc(SCc2nnc(-c3ccc(C)cc3)o2)c2c(C)c(C)sc2n1	2	i
COc1ccc(C2CC(c3cccs3)=NN2S(C)(=O)=O)cc1OC (stereo unspecified)	-18	i
CCc1ccc(/C=C2/C(=O)N(CC)C(=S)N2C)s1	-24	i
CC1CCN(S(=O)(=O)c2ccc(Cl)s2)CC1	-11	·
CCOC(=O)c1c(/N=C/N(C)C)sc(/C=N/Nc2ccccc2)c1-c1ccc(Cl)cc1	-19	i
Cn1c(=O)c2sccc2n(Cc2cccc(Br)c2)c1=O	-7	i
COC(=O)CSc1nnc2n(-c3ccc(OC)cc3)c(=O)c3c4c(sc3n12)CCCCC4	-32	i
Cc1ccc2[nH]c(=O)c(CN(Cc3cccs3)Cc3nnnn3CC3CCCO3)cc2c1 (stereo unspecified)	-13	i

Bioassay records: PubChem BioAssay, several laboratories
